MT stabilizer: microtubule stabilizers in HeLa cells, primary screen, imaging, high-content imaging; AID 2205, 2009; % tubulin-high responders, % at 10 µM; 0.83% of 200,000 active; HeLa tubulin immunostaining HCS, 24 h; share of cells brighter than vehicle mean+2SD;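 active means plate Z-score above 3 for both tubulin-high and condensed-nucleus cell shares, with cell loss under 80%, at 10 µM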;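 further: anti alpha tubulin signal scored within the nucleus-defined area of each cell; some results filed as inactive read as strong as hits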
Autophagy HCS: autophagy modulators in MEF cells, primary screen, imaging, high-content, MEF GFP-LC3; calls only at 10 µM (by protocol); 0.98% of 190,000 active; AID 463193, 2010; MEF GFP-LC3 puncta imaging; test concentration mostly 10 µM;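 active means percentage of spot-positive cells more than 3 SD above its plate mean, without a fluorescence outlier flag or 80% toxicity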;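 further: spot-positive cell cutoff set from DMSO-treated cells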
Lipid droplet: inhibitors of hepatocyte lipid droplet formation, primary screen, imaging, high-throughput imaging, BODIPY stain; AML12 mouse hepatocytes, oleate lipid droplets; inhibition, % at 6.5 µM; 0.4% of 240,000 active; AID 1656, 2009;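 active means lipid droplet intensity inhibited by at least 50%, with more than 500 cells counted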
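material = mouse AML12 hepatocyte cell line, fixed after treatment | also added = 100 µM oleic acid challenge | doses = compound at 6.5 µM only | schedule = overnight exposure | technique = Image-based BODIPY and DAPI two-channel analysis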
WT yeast gro inh: growth inhibition of WT strain, primary screen, mitochondrial fusion inhibitor project, WT and mutant strains, chemical genetic; inhibition, % at 10 µM; mitochondrial fusion phenotypic screen; AID 1362, 2008; 2.1% of 190,000 active; in the data active means inhibition above about 58%; tested in S. cerevisiae
T cell modulator: modulators of CD8 T cell-vesicle binding, primary screen, mouse 2C CD8+ T cells, flow cytometry; 2C CD8+ T cell-vesicle binding; stronger effect = lower value; calls only at 7 µM; 0.068% of 330,000 active; AID 2052, 2009;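 active means response, share of CD8 T cells binding vesicles, and their 90th percentile fluorescence all below set limits, cut at about 80% in these data, passing the limit was not always enough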
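Material: murine 2C transgenic CD8+ T lymphocytes / Also added: QL9-peptide-loaded Drosophila micro-vesicles bearing Ld, ICAM-1 and B7-1 / Schedule: binding step 1.5 h, 37 °C, antibody labelling 20 min, ice / Signal: flow cytometry, PE anti-B7-1 (FL2) versus Alexa647 anti-CD8 (FL8), PFA-fixed / Evaluation: percent CD8+ FL2 mean versus row control / Benchmarks: naked versus QL9-loaded vesicles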
Myeloid diff 2: induction of myeloid progenitor differentiation, primary screen, cell-based, flow cytometry, MLPCN library; 1% of 360,000 active; calls only at 10 µM; ER-HoxA9 myeloid progenitors, lysozyme-GFP differentiation; AID 624256, 2012;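 active means normalized GFP-positive differentiation at or above the plate's own cutoff, the solvent-only control mean plus 3 SD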;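 further: cells exposed to compound for four days before flow analysis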
bCat nuc transl: modulators of beta-catenin nuclear translocation, primary screen, imaging, HeLa cells, immunofluorescence, high-content | nuclear translocation activity, % at 5 µM | 0.3% of 190,000 active;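 active means nuclear translocation activity above 50% at 5 µM, with a well cell count of 50 or more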;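 further: per-cell ratio of nuclear to cytoplasmic median beta-catenin stain intensity; plate controls were DMSO negative control for no effect and GSK-3 inhibitor IX positive control for full effect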
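Test system: human HeLa cell line; Doses: 5 µM primary, 0.02–20 µM confirmation; Incubation: 24 h compound exposure, 37°C; Detection: beta-catenin immunofluorescence imaging with DAPI; Read-out: beta-catenin nuclear/cytoplasmic ratio, % activation.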
Ins promoter up: insulin promoter activators in MIN6 cells, imaging, high-content screening, mouse beta cells | MIN6 insulin promoter-GFP reporter; stronger effect = higher value | 0.3% of 190,000 active | z-score at 5 µM;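 active means z-score above 3 at 5 µM with at least 500 cells counted in the well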
West Nile antiviral: West Nile virus antiviral activity, cell-based, CPE readout (AID 1621); 0.02% of 290,000 active; West Nile virus-infected cells, CPE inhibition; higher % means a stronger effect; CPE inhibition, % at 10 µM; hits with a dose series show IC50 in µM; in the data active means a potency from the dose series; further: strong numbers were not always called active
WT yeast gro inh mutant strain: also measured in WT yeast gro inh; calls as there; inhibition, %; mitochondrial fusion phenotypic screen, mutant strain inhibition
Ins promoter up cell count: second read-out of Ins promoter up, no call of its own (marks repeat the call); cell count; measured here: cytotoxicity, nuclei count;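 total cells summed across four imaged fields per well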
Lipid droplet cells 6.5 µM: second read-out of Lipid droplet, no call of its own (marks repeat the call); cell count; measured here: cell count, cytotoxicity flag;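 cells counted across two imaged fields per well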
bCat nuc transl cell count 5 µM: second read-out of bCat nuc transl, no call of its own (marks repeat the call); cell count; measured here: cell count, cytotoxicity flag
T cell modulator vesicle-bound %: recorded beside T cell modulator, whose call it bears; double positive events, %; measured here: CD8+ vesicle-bound cell fraction;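 binding gate set so that unloaded-vesicle control wells show 10% double positive cells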
MT stabilizer Hoechst-high %: recorded beside MT stabilizer, whose call it bears; % Hoechst-high responders; measured here: nuclear condensation Hoechst responders;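 share of cells brighter than vehicle mean plus two SD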
MT stabilizer cytotoxicity %: second read-out of MT stabilizer, no call of its own (marks repeat the call); toxicity, %; measured here: cytotoxicity by cell density;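 0% = mean cell density of plate MIN control wells and 100% = no cells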
Autophagy HCS cell loss 18 h: further read-out of Autophagy HCS, marked with its call; toxicity, %; measured here: cell loss, nuclei count;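 cell loss after 18 h compound exposure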
Myeloid diff 2 GFP+ MAC1+ %: second read-out of Myeloid diff 2, no call of its own (marks repeat the call); GFP+ MAC1+ double positive, %; measured here: differentiation confirmed by MAC1 staining
Starred values were filed as active, the others as inactive; i = inactive; · = not tested or not shown; + = active, no number.

SMILES	MT stabilizer	MT stabilizer Hoechst-high %	MT stabilizer cytotoxicity %	Autophagy HCS	Autophagy HCS cell loss 18 h	Lipid droplet	Lipid droplet cells 6.5 µM	WT yeast gro inh	WT yeast gro inh mutant strain	T cell modulator	T cell modulator vesicle-bound %	Myeloid diff 2	Myeloid diff 2 GFP+ MAC1+ %	bCat nuc transl	bCat nuc transl cell count 5 µM	Ins promoter up	Ins promoter up cell count	West Nile antiviral
Cc1cccc(OCC(=O)NCCCNC(=O)c2ccc(C)nc2)c1	·	·	·	·	·	-29.6	608	·	·	i	11.8	i	0.6	·	·	·	·	0.3%
CC(=O)Nc1ccc(-c2cc(-c3ccccc3)nc(-c3ccccc3)n2)cc1	8.0	1.8	7.9	i	-1.4	11.4	692	-0.4	9.9	i	48.9	i	0.6	-0.4	1091	·	·	0.0%
O=C(NCc1cccnc1)c1cccn1-c1ncc(C(F)(F)F)cc1Cl	1.7	2.2	3.3	i	5.1	·	·	-9.7	15.0	i	37.7	i	0.1	0.0	1122	0.1	1284	-0.4%
COc1ccc(Nc2cccc(Cl)c2)c(C(=O)O)c1	1.2	1.5	6.7	i	0.4	1.3	503	3.4	-10.4	i	43.4	i	0.2	2.6	1033	0.28	1189	0.7%
Cc1ccc(S(=O)(=O)Nc2ccc(C(=O)N3CCCC3)cc2)c(C)c1NS(C)(=O)=O	·	·	·	·	·	-3.9	756	·	·	i	34.8	i	2.7	·	·	·	·	0.7%
COc1ccc(C(=O)Oc2ccc(C(=S)N3CCOCC3)cc2)cc1	3.2	2.2	11.2	+	-6.6*	4.6	688	4.5	-5.8	i	26.1	i	2.8	2.6	973	-0.19	1361	-0.7%
O=C(CS(=O)(=O)c1ccc(Cl)cc1)NCc1ccccc1	·	·	·	·	·	13.0	727	·	·	i	46.7	i	0.8	·	·	·	·	-0.8%
CC(=O)Nc1ccccc1NC(=O)c1cccc2ccccc12	2.9	3.6	11.1	i	-8.6	-6.2	639	-0.1	-16.4	i	50.9	i	0.5	-0.2	1006	-0.04	1319	-0.4%
O=C(CSCC(=O)Nc1nccs1)Nc1ccccc1	3.6	2.6	6.9	i	-7.2	·	·	-6.4	3.0	i	40.3	i	0.4	0.3	1172	0.43	1183	-0.1%
CN(C)S(=O)(=O)c1cccc(NC(=O)c2ccc(Sc3nncn3C)c([N+](=O)[O-])c2)c1	2.7	1.7	5.0	i	-2.2	-9.4	681	0.2	-2.2	i	23.1	i	0.6	3.2	1108	-0.15	1504	0.0%

Reprinted from the part before: 2 entries, then new ones.
SMILES	MT stabilizer	MT stabilizer Hoechst-high %	MT stabilizer cytotoxicity %	Autophagy HCS	Autophagy HCS cell loss 18 h	Lipid droplet	Lipid droplet cells 6.5 µM	WT yeast gro inh	WT yeast gro inh mutant strain	T cell modulator	T cell modulator vesicle-bound %	Myeloid diff 2	Myeloid diff 2 GFP+ MAC1+ %	bCat nuc transl	bCat nuc transl cell count 5 µM	Ins promoter up	Ins promoter up cell count	West Nile antiviral
O=C(CSCC(=O)Nc1nccs1)Nc1ccccc1	3.6	2.6	6.9	i	-7.2	·	·	-6.4	3.0	i	40.3	i	0.4	0.3	1172	0.43	1183	-0.1%
CN(C)S(=O)(=O)c1cccc(NC(=O)c2ccc(Sc3nncn3C)c([N+](=O)[O-])c2)c1	2.7	1.7	5.0	i	-2.2	-9.4	681	0.2	-2.2	i	23.1	i	0.6	3.2	1108	-0.15	1504	0.0%
Cc1onc(-c2c(Cl)cccc2Cl)c1C(=O)OCC(=O)c1ccccc1	·	·	·	·	·	-8.0	738	·	·	i	57.1	i	0.7	1.9	1269	-0.58	985	-0.4%
CC1CCC2(CC1)NC(=O)N(CC(=O)Nc1ccc3c(c1)CCC3)C2=O (stereo not drawn)	·	·	·	·	·	3.6	689	·	·	i	12.8	i	0.0	-0.1	1342	-0.33	942	-0.5%
COc1cc(-n2cnnn2)ccc1S(=O)(=O)N1CCOCC1	3.4	2.7	10.6	i	17.2	·	·	-14.0	-20.1	i	16.6	i	0.8	-2.0	1458	1.84	1568	-0.3%
COCCCNC(=S)Nc1cc(C)c(C)cc1C	·	·	·	·	·	20.7	716	·	·	i	40.7	i	0.6	-0.5	1307	-0.47	1088	0.1%
Clc1ccccc1-c1nnc2sc(-c3ccc(Br)o3)nn12	3.2	1.0	1.1	i	7.4	·	·	14.2	29.5	i	48.2	i	1.7	1.5	1397	0	1363	-0.3%
CCO/N=C(\C)c1c(O)c2ccccc2n(C)c1=O	2.7	1.9	3.4	i	9.4	9.6	610	-1.7	-13.4	i	7.8	i	0.2	-0.8	964	0.23	1299	0.8%
CCC1(c2ccccc2)NC(=O)N(CC(=O)N(C)Cc2ccccc2)C1=O (stereo not drawn)	·	·	·	·	·	11.8	776	·	·	i	40.8	i	0.0	·	·	·	·	-0.1%
O=C(CSc1ccc(-c2ccccn2)nn1)Nc1ccc(F)cc1F	·	·	·	·	·	-2.5	692	·	·	i	14.3	i	1.0	·	·	·	·	-0.3%
NS(=O)(=O)c1cccc(NC(=O)COC(=O)CCCc2c[nH]c3ccccc23)c1	6.9	2.3	13.7	i	1.6	-5.5	687	-7.5	16.3	i	29.1	i	0.6	-3.6	1100	-0.25	1305	-0.2%
CCCN1CCC(NC(=O)Nc2cccc3ccccc23)CC1	·	·	·	·	·	9.1	738	·	·	i	29.2	i	0.6	0.0	1410	-0.27	1081	0.5%
O=C(/C=C/c1ccc(O)cc1)c1c(O)cc(O)cc1O	·	·	·	·	·	0.8	659	·	·	i	49.1	i	2.6	0.7	1104	0.12	1139	0.0%
COc1ccccc1NC(=O)[C@H](COCc1ccccc1)NC(=O)OC(C)(C)C	2.3	1.7	5.7	i	-23.0	·	·	-11.9	0.1	i	55.4	i	0.9	2.4	1323	-0.25	1386	-0.1%
CCC(C)c1ccccc1NC(=O)C1CCCO1 (stereo not drawn)	3.2	2.6	0.6	i	2.7	-6.9	745	·	·	i	20.6	i	2.4	0.9	1107	-0.25	856	0.1%
COc1ccc(C2(C)NC(=O)N(CC(=O)NCCC3=CCCCC3)C2=O)cc1OC (stereo not drawn)	0.8	1.0	14.1	i	3.8	6.9	789	14.0	3.0	i	53.4	i	1.0	5.8	1116	·	·	0.0%
CCn1cc([N+](=O)[O-])c(C(=O)Nc2ccn(Cc3ccccc3F)n2)n1	1.7	1.1	6.9	i	18.0	-1.9	761	30.4	-28.0	i	12.9	i	0.5	-6.3	1245	-0.58	1053	0.0%
CN(C)S(=O)(=O)N1CCC(Oc2cccc(C(=O)NCCC3=CCCCC3)c2)CC1	·	·	·	·	·	1.8	828	·	·	i	23.8	i	0.9	·	·	·	·	-0.4%
Cc1ccc(C2c3[nH]c4ccccc4c3C[C@H]3C(=O)N(c4ccccc4C(=O)N4CCC[C@@H]4C(=O)O)C(=O)N23)cc1 (stereo partly drawn)	·	·	·	·	·	2.0	820	·	·	i	34.4	i	2.4	·	·	·	·	0.3%
CC(C)c1onc(C(=O)N2CCN(c3ccc(F)cc3)CC2)c1[N+](=O)[O-]	·	·	·	·	·	-4.8	739	·	·	i	30.3	i	5.3	·	·	·	·	0.1%
COc1ccc(OC)c(N2C(=O)c3cccnc3C2=O)c1	·	·	·	·	·	3.7	830	·	·	i	55.1	i	0.3	·	·	·	·	-0.5%
CCOc1ccc2nc(NS(=O)(=O)c3ccc4c(c3)n(C)c(=O)n4C)sc2c1	4.4	1.6	1.9	i	-1.8	-2.3	703	17.8	21.3	i	38.2	i	1.2	5.9	1101	-1.16	1272	·
OCc1nc2ccccc2n1Cc1c(F)cccc1Cl	·	·	·	·	·	-18.4	681	·	·	i	20.8	i	0.5	0.0	1272	-0.08	1031	-0.2%
O=C1NC(=S)N/C1=C/c1cc([N+](=O)[O-])ccc1N1CCOCC1	3.7	3.0	4.0	i	0.9	3.3	723	-12.7	-1.7	i	57.9	i	0.1	0.9	1048	-1.25	1386	-0.5%
CCc1ccccc1NC(=O)Nn1cnnc1	·	·	·	·	·	-12.1	635	·	·	i	18.5	i	3.5	·	·	·	·	-0.5%
Cc1ccc(C(=O)N/C(=C/c2ccccc2F)C(=O)NCCCn2ccnc2)cc1	·	·	·	·	·	-9.1	678	·	·	i	11.3	i	2.5	·	·	·	·	-0.1%
CC(C)OCC(O)CSc1ccccn1 (stereo not drawn)	6.4	2.6	5.6	i	11.3	·	·	-13.5	-2.3	i	5.7	i	6.9	-0.4	1207	0.42	1005	0.1%
CC(C)=CCSc1nnc([C@@H](NC(=O)OC(C)(C)C)C(C)C)o1	1.8	0.9	7.0	i	-0.1	·	·	9.8	0.8	i	46.7	i	0.8	-2.5	960	·	·	-1.5%
O=C(/C=C/c1c(F)cccc1Cl)NCc1ccco1	3.8	2.3	1.1	i	11.9	-23.7	621	-2.3	-17.2	i	32.4	i	0.7	-2.8	587	0.48	1264	-0.4%
O=C(/C=C\c1ccco1)Oc1cccc2cccnc12	1.2	2.2	9.7	i	-41.6	-11.7	659	11.0	10.9	i	53.4	i	0.8	-1.3	1121	-1.19	1261	-0.2%
O=C(Cn1ncc2c([nH]c3ccccc32)c1=O)Nc1cccnc1	·	·	·	·	·	-38.5	726	·	·	i	15.9	i	1.9	·	·	·	·	0.4%
CCC(C)N1C(=S)SC(C)(C)C1N(O)C(=O)NC1CCCCC1 (stereo not drawn)	·	·	·	·	·	-18.4	732	·	·	i	4.0	i	0.2	0.5	1348	-0.14	1019	-0.3%
Cc1oc(-c2ccc3c(c2)OCCO3)cc1C(=O)O	4.4	2.2	4.0	i	8.6	·	·	33.2	34.0	i	6.1	i	5.4	-1.7	1110	0.84	1079	0.1%

Screens from PubChem.
